# mcGAS lum: mouse cGAS inhibition by luminescence; recombinant cGAS, Kinase-Glo ATP depletion luminescence; 160,000 compounds, 0.15% hits; Q8C6L5; inhibition, % at 12.5 µM;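 further: 0% = negative control wells and 100% = reference inhibitor with no enzyme activity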
# hcGAS lum: human cGAS inhibition; inhibition, % at 12.5 µM; 290,000 compounds, 0.081% hits; Q8N884; recombinant h-cGAS, ATP depletion, Kinase-Glo luminescence;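 further: 0% = vehicle reaction and 100% = reaction without DNA for no activity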
# Target sequence (Q8N884 whole entry, looked up): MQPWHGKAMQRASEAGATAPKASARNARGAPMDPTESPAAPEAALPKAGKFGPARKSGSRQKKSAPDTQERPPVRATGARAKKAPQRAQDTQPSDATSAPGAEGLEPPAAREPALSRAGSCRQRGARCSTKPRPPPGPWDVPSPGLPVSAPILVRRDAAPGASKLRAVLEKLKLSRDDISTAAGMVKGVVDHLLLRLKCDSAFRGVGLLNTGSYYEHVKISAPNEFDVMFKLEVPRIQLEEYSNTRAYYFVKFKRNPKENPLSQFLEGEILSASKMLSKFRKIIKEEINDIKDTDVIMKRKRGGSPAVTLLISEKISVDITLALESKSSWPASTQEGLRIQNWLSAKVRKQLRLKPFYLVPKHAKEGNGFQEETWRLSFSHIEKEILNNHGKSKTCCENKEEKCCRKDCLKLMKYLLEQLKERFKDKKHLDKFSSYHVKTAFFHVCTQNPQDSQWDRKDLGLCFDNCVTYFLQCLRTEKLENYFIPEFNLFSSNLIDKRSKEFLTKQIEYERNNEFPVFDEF
# NPYLR7 agonist: mosquito NPYLR7 agonism; AID 1259423; 270,000 compounds, 0.15% hits; activation, % at 10 µM; HEK293T NPYLR7/Galpha15, GCaMP6s calcium fluorescence; in the data active means activation above about 40%;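 further: 0% = vehicle and 100% = reference agonist at the receptor; some compounds past the cut are filed as inactive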
# Starred values were filed as active, the others as inactive; . = no result given; & = joins results of further samples. Unless noted, no stated cut-off is given here; in the data, active means inhibition above about 40%; inactive means the rest.
cpd	Structure	mcGAS lum	hcGAS lum	NPYLR7 agonist
1	CC1c2cccn2CCN1CC(O)COC1CCCc2ccccc21 (stereo not drawn)	0	0	-9
2	O=S(=O)(NCCNc1nc(-c2ccco2)nc2ccccc12)c1cccc(C(F)(F)F)c1	-3	1	3
3	COc1ccc2oc(=Nc3ccccc3)c(-c3nc4ccccc4[nH]3)cc2c1	-1	-1	12
4	COc1ccccc1Oc1ncccc1CNC(=O)Nc1c(C)noc1C	.	2	-3
5	COC1CCCN(Cc2c(C(=O)N3CCN(C4CCCCC4)CC3)nc3ccccn23)C1 (stereo not drawn)	.	-5	7
6	COc1ccc(CC(=O)NCCc2cc3ccc(C)c(C)c3[nH]c2=O)cc1	.	3	17
7	Cc1nnc(CN2CCC(N3CCCC(C(=O)NCc4ccccn4)C3)CC2)o1 (stereo not drawn)	-11	-10	.
8	Cc1ccc(NC(C)C(=O)N2CCN(Cc3ccccc3)CC2)cc1 (stereo not drawn)	.	-8	0
9	O=C(CSc1nnc2ccc(-c3ccccc3)nn12)Nc1ccc([N+](=O)[O-])cc1	-5	-1	-10
10	Cc1cc(C)nc(SCc2c(C(=O)NC3CCCC3)nnn2-c2ccccc2)n1	-9	-9	-4
11	Cc1cc(C)cc(C(O)c2ncc(-c3ccccc3F)[nH]2)c1 (stereo not drawn)	.	0	4
12	Cc1cc([N+](=O)[O-])nn1C(=O)c1nn(C)cc1Br	-3	-2	-2
13	Cc1nn(CC(=O)N(C)C)c(C)c1S(=O)(=O)N1CCOCC1	-8	-6	4
14	O=S(=O)(NC(CN1CCOCC1)c1ccccc1)c1cc(Cl)cc(Cl)c1 (stereo not drawn)	-8	-3&-3	4&-4
15	CCOC(=O)c1nn(-c2ccc(C)cc2)c(=O)cc1OCC(=O)Nc1ccc(C)cc1C	.	-7	8
16	Cc1ccc(NC(=O)CC(C)(C)C)cc1S(=O)(=O)Nc1ccccc1F	.	-2	-3
17	Oc1ccc(Cl)cc1C1=NCCN=C(C(F)(F)F)C1	-4	-1	9
18	COCCn1c(SCc2cccc(F)c2)nc2c([nH]c3ccccc32)c1=O	-7	0	4
19	CCOc1cnn(-c2ccc(Cl)cc2)c(=O)c1Nc1cccc(C(=O)NCCc2ccccn2)c1	-6	-7	-1
20	C[C@@H]1C[C@H]2[C@@H]3CCC4=CC(=O)C=C[C@]4(C)[C@@]3(F)[C@@H](O)C[C@]2(C)[C@@]1(O)C(=O)CO	.	-6	17

# Single records (already shown). Screens in order: mcGAS lum | hcGAS lum | NPYLR7 agonist
# COCCn1c(SCc2cccc(F)c2)nc2c([nH]c3ccccc32)c1=O is listed as -7 | 0 | 4
# CC1c2cccn2CCN1CC(O)COC1CCCc2ccccc21 (stereo not drawn) is listed as 0 | 0 | -9
# Cc1ccc(NC(=O)CC(C)(C)C)cc1S(=O)(=O)Nc1ccccc1F is listed as . | -2 | -3
# Cc1cc(C)cc(C(O)c2ncc(-c3ccccc3F)[nH]2)c1 (stereo not drawn) is listed as . | 0 | 4
# O=C(CSc1nnc2ccc(-c3ccccc3)nn12)Nc1ccc([N+](=O)[O-])cc1 is listed as -5 | -1 | -10

# Back to the main list, repeating the 3 entries before the break.
cpd	Structure	mcGAS lum	hcGAS lum	NPYLR7 agonist
18	COCCn1c(SCc2cccc(F)c2)nc2c([nH]c3ccccc32)c1=O	-7	0	4
19	CCOc1cnn(-c2ccc(Cl)cc2)c(=O)c1Nc1cccc(C(=O)NCCc2ccccn2)c1	-6	-7	-1
20	C[C@@H]1C[C@H]2[C@@H]3CCC4=CC(=O)C=C[C@]4(C)[C@@]3(F)[C@@H](O)C[C@]2(C)[C@@]1(O)C(=O)CO	.	-6	17
21	COc1cccc(NC(=O)c2ccc3nc(C)c(N(C)Cc4ccc(NC(C)=O)cc4)n3c2)c1	-4	-3	7
22	CCS(=O)(=O)Oc1cc(CN(CCOC)C(=O)COC)ccc1OC	-2	1	-2
23	CN(Cc1noc(C2CC2)n1)C1CCN(Cc2ccn(C)c(=O)c2)C1 (stereo not drawn)	.	-7	11
24	CCc1ccc(S(=O)(=O)Nc2cc(Sc3ncn[nH]3)c(O)c3ccccc23)cc1	30	9	-3
25	Cc1ccccc1CNC(=O)c1cc(N(C)C2CCCCC2)nc2ccccc12	-6	-6	6
26	Cc1csc(=O)n1CCC(=O)OC(c1cccc(C(F)(F)F)c1)C(F)(F)F (stereo not drawn)	.	1	-4
27	CC(=O)c1cc(C(=O)OC(C(=O)Nc2cccc(C(F)(F)F)c2)c2ccccc2)n(C)c1 (stereo not drawn)	.	7	1
28	O=c1c(-c2ccc(Br)cc2)[n+]([O-])c2ccccc2n1OCc1ccccn1	.	-3	10
29	COc1cccc2c1N(CCn1c(=O)oc3ccccc31)CCC2	-6	-4	6
30	CCOC(=O)c1cn[nH]c1S(=O)(=O)N1CCN(c2ccccc2)CC1	-7	-4	1
31	COc1ccc(-c2nc3ccc(C)cn3c2NC(=O)C2CCC2)cc1	-8	-9	-5
32	O=c1[nH]c(CSc2nnnn2Cc2cccs2)nc2ccsc12	.	-5	6
33	CCN1CCn2c(C)nc(C(=O)N3CCOC(C(F)(F)F)C3)c2C1=O (stereo not drawn)	.	1	-1
34	CCc1nc2n(n1)C(=O)C(C(c1ccc([N+](=O)[O-])cc1)N1CCOCC1)S2 (stereo not drawn)	-7	-7	-6
35	COc1ccc(C)cc1-c1ccc[nH]c1=O	.	1	-4
36	COc1ccc(C(=O)NC(Cc2ccccc2)c2nnc(SCc3ccc(F)cc3)n2-c2ccc(C)cc2)cc1 (stereo not drawn)	1	0	2
37	Cc1ccc(CC2(NC(=O)Cc3c[nH]c(=O)n(C)c3=O)CC2)cc1	.	-4	-3
38	CO/N=C(/C(=O)NC(Cc1ccccc1)C(=O)OC)c1csc(NC=O)n1 (stereo not drawn)	-5	-6	0
39	O=C(COc1coc(CN2CCN(Cc3ccccc3)CC2)cc1=O)NCc1ccco1	0	-2	6
40	CN=C1NS(=O)(=O)c2ccccc21	.	-4&-5	7&1

# Continuation.
cpd	Structure	mcGAS lum	hcGAS lum	NPYLR7 agonist
41	O=C1Nc2ccc(Br)cc2C1=c1sc2nc3ccccc3n2c1=O	.	4	0
42	CCCN(CC(=O)Nc1c(-c2ccccc2)c(C)nn1-c1ccc(OC)cc1)C(=O)c1ccccc1F	-3	-9	-3
43	Cc1ccc(C)c(CSC2=NCCN2C(=O)Cc2ccc([N+](=O)[O-])cc2)c1	.	-9	4
44	CCn1nnc2c(Nc3cccc(Br)c3)ncnc21	-5	-3	6
45	COc1ccc(-c2nn(Cc3ccc(C)cc3)c(=O)c3nc(C)sc23)cc1	-8	2	1
46	CN(C)C(=O)C1CCCN1Cc1c(O)ccc2ccccc12 (stereo not drawn)	.	-14	1
47	COc1cc(Cl)c(NS(=O)(=O)c2ccc3c(c2)OCCCO3)cc1OC	.	-4	11
48	CCc1cc(N(C)CCc2cn[nH]c2)nc(N2CCOCC2)n1	-4	-4	-10
49	CCn1ncc(-c2c(-c3ccccc3)ncn2CCSc2nccn2C)c1C	.	-7	17
50	Cc1cnc(SCc2ccccn2)nc1C1CCCN(C(=O)c2ccc3[nH]c(C)c(C)c3c2)C1 (stereo not drawn)	.	-8	12
51	Cc1ccc(NC2CCCN(C(=O)c3ccc(F)c(F)c3)C2)cc1C (stereo not drawn)	.	1	5
52	CCOc1ccc(S(=O)(=O)NCC2COC3(CCCC3)O2)cc1 (stereo not drawn)	.	-5	8
53	COc1cccc(CN(C(=O)c2cccc(F)c2)C2CC2)c1OCc1nc(CO)cs1	-7	-9	-6
54	Cc1c(C)c2c(c(C)c1O)CCC(C)(C(=O)NCCSC1Sc3ccccc3NC1=O)O2 (stereo not drawn)	-4	-4	17
55	CN(CC(=O)NCc1ccc2[nH]c3c(c2c1)CCCC3)C1CCS(=O)(=O)C1 (stereo not drawn)	.	5	-1
56	C=CCCC(O)(CCC=C)c1ccc(CN(CCCOC)Cc2ccc(OC)cc2)o1	-6	-6	0
57	c1ccc2ncc(-c3ccncn3)cc2c1	.	0	18
58	C=CCn1c(=O)c2c(nc3n(Cc4ccc(OC)cc4)c(C)cn23)n(C)c1=O	.	-9	12
59	c1ccc(CN2CCC(N3CC(c4cccnc4)C3)CC2)cc1	.	-4	8
60	CCn1c(SCC(=O)NC(=O)Nc2ccc(OC)cc2)n[nH]c1=O	.	-7	12

# The list goes on.
cpd	Structure	mcGAS lum	hcGAS lum	NPYLR7 agonist
61	CCOC(=O)CNC(=O)N1CCC(CCOc2ccccc2)(C(=O)OCC)CC1	.	-10	20
62	CCCS(=O)(=O)Nc1ccc(N(C)C)c(CN(Cc2ccco2)C(=O)C(CC)c2ccccc2)c1 (stereo not drawn)	-5	-3	0
63	CCNC(=O)C1(C)CCN(Cc2ccc(S(C)(=O)=O)cc2)C1 (stereo not drawn)	.	-3	1
64	CCC1CC2CCCC(NC(=O)C(C)Cl)(C1)C2 (stereo not drawn)	.	6	-6
65	Cc1[nH]c2c(c1C(=O)N1CCCC3(CCN(C)C3)C1)C(=O)CCC2 (stereo not drawn)	.	0	13
66	CC(C)(C)CN1CCCC2(CCN(C(=O)C3=NNC(=O)CC3)C2)C1 (stereo not drawn)	.	-7	3
67	CCn1nccc1C(=O)N=c1sc2ccccc2n1CCSC	-7	-2	2
68	CC(=O)N(C/C=C/c1ccccc1)CCO	.	-4	1
69	CCOc1ccccc1N1CCN(C(=O)c2cc(-c3cccs3)nn2-c2cc(C)ccc2C)CC1	-5	-13	16
70	O=C(NC1CC1)C(c1ccccc1)N1CCN(S(=O)(=O)c2cccc(C(F)(F)F)c2)CC1 (stereo not drawn)	-9	-1	-3
71	O=C1OC(c2ccc(F)cc2)=N/C1=C\C(Cl)=C\c1ccccc1	.	-4	-1
72	COc1ccc(/C=C/C(=O)N2CCC(c3ccc(F)cc3)CC2)cc1	-4	-7	0
73	Cc1cc2c(cnc3ncnn32)c(=O)n1-c1ccc(Br)cc1	.	-8	5
74	COc1ccc(S(=O)(=O)NCC2CCCN(C(=O)C3=C(C)OCCO3)C2)cc1 (stereo not drawn)	.	-5&-5	3&-4
75	COC(=O)c1c2c(nc3c1c(-c1ccc(F)cc1)nn3C1CCS(=O)(=O)C1)CCC2 (stereo not drawn)	.	-6	11
76	CSCCc1ccc(NC(=O)NCc2c(C)noc2C)cc1	-16	-8	3
77	CN(C)CCN(C(=O)c1ccc([N+](=O)[O-])s1)c1nc2cc3c(cc2s1)OCO3	-6	-4	-1
78	CN(CC(=O)NC1CC1)C(=O)CNc1ccc(C#N)cc1	.	-13	8
79	Cc1cccc(-c2noc(N3CCOCC3)c2CN(CCN(C)C)C(=O)c2cccc(Br)c2)c1	-5	-7	6
80	O=C(NCc1cccc(OC(F)(F)F)c1)c1ccc(-c2cccc(Cl)c2)s1	-8	-6	40

# Later entries
cpd	Structure	mcGAS lum	hcGAS lum	NPYLR7 agonist
81	CC(C)CCN1CCN(C2CCCCC2)CC1CCO (stereo not drawn)	.	-11	1
82	O=C(c1cccc(-c2ccc(F)cc2)c1)N1CCCC(O)(CO)CC1 (stereo not drawn)	-10	-6	0
83	CC(C)(C)C1CCc2c(sc(NC(=O)C34CC5CC(CC(C5)C3)C4)c2C#N)C1 (stereo not drawn)	-4	-8	.
84	COC1C[C@](OCc2ccccc2F)(C(=O)NCCN2CCOCC2)C[C@@H](O)[C@H]1O (stereo partly drawn)	-4	-1	2
85	CCOC(=O)c1ccc2c(c1)nc(SCc1cccc(SC(F)(F)F)c1)n2Cc1ccc(C(F)(F)F)cc1	-6	-7	4
86	Cc1nc(CC2CCN(Cc3nc(-c4sccc4C)oc3C)CC2)no1	-11	-8	-1
87	CCN(Cc1cnc(N)nc1)CC1CCOCC1	.	0	1
88	O=C1c2cccc3c(N4CCCCC4)ccc(c23)C(=O)N1c1ccc(Cl)cc1	-2	-7	1
89	CC(O)c1cccc(S(=O)(=O)N2CCN(C(C)C(N)=O)CC2)c1 (stereo not drawn)	.	-9	1
90	CC(NS(=O)(=O)c1ccc(F)cc1)C(=O)OC(C)C(N)=O (stereo not drawn)	.	1	6
91	CC(=O)Nc1ccc(S(=O)(=O)NCc2nnnn2-c2ccc(F)c(F)c2)cc1	-8	-6	18
92	CCCCCCCn1c(CN2CCN(C(=O)OCC)CC2)nc2c1c(=O)n(C)c(=O)n2C	.	-4	1
93	CC12CCC(=O)N1c1c(oc3ccccc13)C(=O)N2 (stereo not drawn)	.	-3	5
94	COc1cccc(COC(CN2CCN(S(=O)(=O)c3cccc(C(F)(F)F)c3)CC2)c2ccc(Cl)cc2)c1 (stereo not drawn)	-6	-2	26
95	Oc1cccnc1NC(c1ccc(F)cc1)c1ccc2cccnc2c1O (stereo not drawn)	.	0	1
96	CN1N=C(c2cccs2)CSC1=NCc1ccccc1	-6	-3	9
97	N#CCCN(Cc1cccnc1)C(=O)c1cc(-c2ccccc2Cl)nc2cc(-c3ccccc3)nn12	-5	-1	17
98	Cn1nc(-c2ccc(N3CCCCC3)c(NS(=O)(=O)c3ccccc3)c2)c2ccccc2c1=O	-3	-2	-13

# Look-ups from the entries so far.
# cpd 96 – hcGAS lum = -3
# cpd 84 – mcGAS lum = -4
# cpd 92 – NPYLR7 agonist = 1
# cpd 98 – hcGAS lum = -2
# cpd 95 – NPYLR7 agonist = 1
# cpd 89 – NPYLR7 agonist = 1

# High-throughput results (PubChem)
